Screening results deposited in PubChem by National Center for Advancing Translational Sciences (NCATS).
TRPV1 agonist: HTS Assay for Compounds that Act as Agonists of the Vanilloid Receptor 1; TRPV1-expressing cells, Fluo-8 calcium influx, agonist mode; hit rate 0.19% among 320,000; activation, % at 8.33 µM; Transient receptor potential cation channel subfamily V member 1 (Homo sapiens), Q8NER1; in the data active = activation above about 80%; inconclusive = between about 30% and that limit; also: 0% is about no effect
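Cells expressing TRPV1 were dye-loaded with Fluo-8 and read kinetically: 10 s baseline, 3 min after compound (agonist portion), then 2 min after EC20 capsaicin (allosteric enhancer portion). Calcium-bound dye fluorescence at 480/520 nm.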
ELG1 genotoxic: qHTS screen for small molecules that induce genotoxicity in human embryonic kidney (HEK293T) cells expressing luciferase-tagged ELG1; HEK293T ELG1-luciferase reporter, luminescence, 16 h; Potency, µM (series often up to 46 µM), for inactives: top-dose activity change, positive = activation, most hits filed as activators; hit rate 1.3% among 330,000; also: potency is read from the fitted curve at half-maximal effect; % of control where 0% means no effect; nearly all actives have a fitted effect of over 60% in size
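Cells (2,000/well) expressing the ELG1-luciferase fusion are dosed by pin tool and kept 16 hr at 37 °C, 5% CO2. Signal comes from ONE-Glo luciferase reagent after 30 min at room temperature.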
RORgamma inh: qHTS for inhibitors of ROR gamma transcriptional activity. Nuclear receptor ROR-gamma (Mus musculus), P51450. Drosophila S2 Gal4-RORgamma UAS-luciferase reporter, 20 h. Potency, µM (titrated, usually from 53.6 µM), inactives show at the top dose activity change, negative = inhibition, usual class: inhibitors. hit rate 5.4% among 310,000; also: potency is read from the fitted curve at half-maximal effect; % is scaled to controls: 0 for no effect and ±100 for the full control effect; nearly all actives have a fitted effect of over 60% in size
Target sequence (P51450 whole entry, looked up, the tested form may be a part): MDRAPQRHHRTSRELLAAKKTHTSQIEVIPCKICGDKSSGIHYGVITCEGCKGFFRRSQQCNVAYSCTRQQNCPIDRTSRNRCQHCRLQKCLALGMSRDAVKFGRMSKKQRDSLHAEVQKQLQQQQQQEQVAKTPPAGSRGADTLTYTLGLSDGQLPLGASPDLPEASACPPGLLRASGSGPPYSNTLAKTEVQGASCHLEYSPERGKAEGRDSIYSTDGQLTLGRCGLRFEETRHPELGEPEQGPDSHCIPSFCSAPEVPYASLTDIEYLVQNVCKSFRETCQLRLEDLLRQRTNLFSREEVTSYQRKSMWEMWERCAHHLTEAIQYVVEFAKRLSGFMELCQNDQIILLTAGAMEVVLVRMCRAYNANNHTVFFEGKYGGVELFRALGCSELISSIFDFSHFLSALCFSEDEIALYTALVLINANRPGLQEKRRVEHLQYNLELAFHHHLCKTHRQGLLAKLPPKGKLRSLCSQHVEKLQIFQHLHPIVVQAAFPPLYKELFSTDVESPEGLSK
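Drosophila Schneider cells stably carrying a metallothionein-driven Gal4 DBD–ROR gamma fusion and a UAS-Photinus luciferase reporter were exposed to compound for 1 hr, then induced with copper sulfate (700 uM final) for 20 hr at ambient temperature before luminescence reading.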
NPC1 prom act: qHTS Assay for NPC1 Promoter Activators. Huh7 NPC1 promoter luciferase reporter, 24 h. Potency, µM (series often up to 9.22 µM), for the others: at the highest dose activation, actives largely listed as activators. hit rate 2.4% among 320,000;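 also: potency is read from the fitted curve at half-maximal effect; % of control where 0% means no effect; nearly all actives have a fitted effect of over 60% in size; reporter is driven by a mutant NPC1 promoter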
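Luminescence read-out of NPC1 promoter-driven luciferase in stably transfected Huh7 cells; compounds delivered in DMSO and left 24 h at 37C, 5% CO2, qHTS titration format.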
ELG1 repair inh: qHTS screen for small molecules that inhibit ELG1-dependent DNA repair in human embryonic kidney (HEK293T) cells expressing luciferase-tagged ELG1. HEK293T ELG1-luciferase reporter, luminescence, 16 h; DNA damage induced by 5-fluorouridine. Potency, µM (top dose mostly 46.1 µM), for the others: top-dose activity change, negative = inhibition, actives largely listed as inhibitors. hit rate 2.3% among 330,000; also: potency is read from the fitted curve at half-maximal effect; % is scaled to controls: 0 for no effect and ±100 for the full control effect; nearly all actives have a fitted effect of over 55% in size
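DMSO vehicle served as the neutral condition. Each well held 2,000 cells given 5-fluorouridine plus compound; after 16 hr at 37 °C/5% CO2, ONE-Glo was added and luciferase measured 30 min later.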
FLuc modulator: qHTS profiling assay for firefly luciferase inhibitor/activator using purifed enzyme and Km concentrations of substrates (counterscreen for miR-21 project) | Luciferin 4-monooxygenase (Photinus pyralis), P08659 | purified FLuc, Km substrates, luminescence inhibition | Potency, µM (top dose mostly 57.5 µM), inactives show at the highest dose activity change, negative = inhibition, actives largely listed as inhibitors | hit rate 6.9% among 360,000;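 also: potency is read from the fitted curve at half-maximal effect; plate controls were vehicle for no effect and reference inhibitor for full effect; nearly all actives have a fitted effect of over 55% in size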
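Purified P. pyralis luciferase, 10 nM final, with Km-level 10 uM D-luciferin and 10 uM ATP in 50 mM Tris acetate pH 7.5, 10 mM Mg acetate, 0.01% Tween-20, 0.05% BSA; 6-point qHTS titration about 60 µM downward; luminescence read.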
BRCA1 expr act: qHTS Assay to Identify Small Molecule Activators of BRCA1 Expression; MCF7-BRCA1-FFLuc reporter, luminescence, 48 h; response scale: scaled: vehicle 0%, 10 µM genistein 100%; hit rate 1.1% among 380,000; AID 624202, 2012; Potency, µM (highest dose often 46.1 µM), inactives show top-dose activation, actives largely listed as activators; also: potency is read from the fitted curve at half-maximal effect; nearly all actives have a fitted effect of over 80% in size; some results filed as inactive show a strong effect at the top dose
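Cells: MCF7-BRCA1-FFLuc, 2000/well. Exposure: 48 h, 37 °C, 5% CO2. Read: luminescence, 15 min post-substrate. Controls: genistein 10 microM (maximal activation), DMSO (neutral).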
Tb PFK inh: qHTS Assay to Find Inhibitors of T. brucei phosphofructokinase. ATP-dependent 6-phosphofructokinase (Trypanosoma brucei brucei), O15648. T. brucei PFK, ADP-Glo luminescence. Potency, µM (highest dose often 57.5 µM), for the others: at the highest dose activity, negative = inhibition, most hits filed as inhibitors. hit rate 0.17% among 330,000. AID 485367, 2010;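 also: potency is read from the fitted curve at half-maximal effect; 0% = uninhibited 1x PFK enzyme wells and -100% = no-enzyme wells; nearly all actives have a fitted effect of over 60% in size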
Target sequence (O15648 whole entry, looked up): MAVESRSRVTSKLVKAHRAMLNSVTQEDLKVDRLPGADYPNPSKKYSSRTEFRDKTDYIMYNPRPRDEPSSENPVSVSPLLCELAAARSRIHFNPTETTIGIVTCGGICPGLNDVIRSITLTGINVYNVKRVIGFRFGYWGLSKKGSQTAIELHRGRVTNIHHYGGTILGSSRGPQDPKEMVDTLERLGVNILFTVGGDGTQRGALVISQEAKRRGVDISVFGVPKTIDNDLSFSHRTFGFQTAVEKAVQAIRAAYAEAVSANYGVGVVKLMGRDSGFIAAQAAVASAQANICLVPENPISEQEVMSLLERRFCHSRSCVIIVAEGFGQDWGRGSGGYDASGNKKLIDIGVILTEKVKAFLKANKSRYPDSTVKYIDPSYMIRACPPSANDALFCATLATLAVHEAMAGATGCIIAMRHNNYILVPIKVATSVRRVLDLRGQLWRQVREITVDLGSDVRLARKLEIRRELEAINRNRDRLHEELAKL
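Activity is normalized to no-enzyme wells (full inhibition) and 1.25 nM enzyme wells (no inhibition). Reaction: 0.5 mM F6P, 0.1 mM ATP, 45 min RT, ADP-Glo luminescence; concentration-response curves fitted and classed by quality.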
Rab9 promoter act: qHTS Assay for Rab9 Promoter Activators; Huh7 Rab9 promoter-luciferase reporter, luminescence, 24 h; Potency, µM (top dose mostly 9.22 µM), for inactives: at the top dose activation, negative = inhibition, hits mostly activators; hit rate 2.8% among 320,000; AID 485297, 2010; also: potency is read from the fitted curve at half-maximal effect; % of control where 0% means no effect; nearly all actives have a fitted effect of over 60% in size
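Huh7 cells stably carrying a Rab9 promoter-luciferase reporter, 1500 cells per well in OP-MEM I with 10% FBS, treated with compound 24 hours at 37C. Luciferase activity read by luminescence after 10 minutes with Amplite reagent.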
Gal4-VP16 FLuc: VP16 counterscreen qHTS for inhibitors of ROR gamma transcriptional activity; Drosophila S2 Gal4-VP16 UAS-luciferase, luminescence, 20 h; Potency, µM (top dose mostly 53.6 µM), for the others: top-dose activity, negative = inhibition, most hits filed as inhibitors; hit rate 3.5% among 310,000; AID 2546, 2010;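 also: Gal4-VP16 expression switched on by copper sulfate through the metallothionein promoter; potency is read from the fitted curve at half-maximal effect; % is scaled to controls: 0 for no effect and ±100 for the full control effect; nearly all actives have a fitted effect of over 50% in size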
p53 reactivator: qHTS assay for re-activators of p53 using a Luc reporter; H1299 p53-A138V BP100-luciferase reporter, luminescence, 24 h; Potency, µM (doses to about 92.2 µM), inactives show top-dose activity change, positive = activation, hits mostly activators; hit rate 0.063% among 320,000; AID 504706, 2011; also: potency is read from the fitted curve at half-maximal effect; % of control where 0% means no effect; nearly all actives have a fitted effect of over 45% in size
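p53-null H1299 cells stably carrying temperature-sensitive p53-A138V and a BP100-luciferase reporter were pinned with compounds (4-point, 1:5 series) and held 24 hrs at 37 deg C. Luminescence was read 10 min after detection reagent.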
* marks the source's active call; other numbers are inactive results; ? = inconclusive; · = not tested or not shown; [ ] = dose if it differs, or a comment. Unless noted, calls follow the shape of the dose curve; as a rule, active = well fitted curve in the direction sought with a large enough effect; inconclusive = small, poorly fitted or top-dose-only effect, or another doubt; inactive = no such curve, though single readings can be large; an effect the other way counts as inactive or inconclusive.

SMILES	TRPV1 agonist	ELG1 genotoxic	RORgamma inh	NPC1 prom act	ELG1 repair inh	FLuc modulator	BRCA1 expr act	Tb PFK inh	Rab9 promoter act	Gal4-VP16 FLuc	p53 reactivator
CC(C)N(C(=O)Cn1cc(S(=O)(=O)CC(=O)NCc2ccccc2)c2ccccc21)C(C)C	-1	7%	-1%	2%	?	6%	-4%	0%	3%	-4%	5%
Cc1cccc(N2CCN(S(=O)(=O)c3ccc4c(c3)NC(=O)CO4)CC2)c1C	22	-7%	6%	-1%	-3%	1%	-33%	0%	-13%	2%	-6%
Cc1c(Nc2nc(-c3cccc([N+](=O)[O-])c3)cs2)c(=O)n(-c2ccccc2)n1C	1	1%	?	1%	6%	-4%	4%	-3%	-12%	19%	0%
COc1ccc(/C=C/C(=O)CCC(=O)O)cc1	2	9%	-5%	?	?	6.7µM*	?	0%	2.8µM*	-5%	11%
CCc1ccc([C@@H]2CC=C(C(=O)O)[C@H](c3ccccc3F)N2S(=O)(=O)c2ccc(C)cc2)cc1	-1	1%	·	-5%	1%	0%	23%	-6%	3%	·	0%
COc1ccc(/C=C(\C#N)C(=O)Nc2cc(S(=O)(=O)N3CCCCC3)ccc2N2CCCCC2)cc1	-1	0%	28%	-3%	3%	0%	-12%	-2%	-7%	3%	-5%
COC(=O)c1sc(N2C(=O)C(O)=C(C(=O)c3ccc(C)o3)C2c2ccc([N+](=O)[O-])cc2)nc1C (centres undefined)	9	?	?	3.5µM*	?	19µM*	-1%	-3%	1.8µM*	-1%	10%
COc1ccc(N(C(=O)c2snc(C(N)=O)c2N)C(C(=O)NC2CCCC2)c2ccc(F)cc2)c(OC)c1 (centres undefined)	-4	16%	-2%	0%	-2%	0%	-33%	-1%	-4%	?	1%
C=CCN(c1ccccc1)S(=O)(=O)c1ccc2c(c1)NC(=O)C(C)S2 (centres undefined)	-2	-2%	-7%	-2%	-5%	2%	-2%	-1%	-4%	-5%	11%
Cc1ccc(C2CC(c3cccs3)=NN2C(=O)c2ccc(Br)o2)cc1 (centres undefined)	-5	0%	?	13%	-22%	-12%	-32%	5%	5%	?	1%
COc1ccc2oc(C(=O)OCC(=O)NC(C)(C#N)C3CC3)c(C)c2c1 (centres undefined)	11	10%	·	-1%	17%	-7%	-2%	2%	4%	·	2%
COCc1ccc(C(=O)NC2CCCc3c2cnn3-c2cc(C)cc(C)c2)s1 (centres undefined)	?	1%	-3%	-5%	?	-13%	-1%	1%	-20%	?	14%
CNC(=O)Nc1ccccc1NC(=O)NC	3	1%	-33%	-2%	1%	6%[2.3 µM]	-2%	-6%	0%	-1%	-2%
O=C(c1ccco1)N1N=C(C2CCCCC2)CC1(O)C(F)(F)F (centres undefined)	0	1%	8%	-2%	14%	2%	0%	-1%	1%	5%	2%
O=C(NCc1ccc2c(c1)OCO2)c1cc2ccccc2o1	19	5%	29%	-2%	10%	?	23%	3%	-9%	17%	5%
CCN(CC(=O)NCc1ccc(Cl)cc1)C(=O)CNS(=O)(=O)c1ccc(NC(C)=O)cc1	1	5%	-16%	-1%	-7%	?	14%	0%	2%	-1%	-3%
O=C(NC1CCCCC1)c1ccc2[nH]c(=O)c(=O)[nH]c2c1	2	0%	2%	-2%	22%	-1%	-8%	-4%	-1%	-19%	7%
Cc1ccc(NC2CCCCC2NS(=O)(=O)c2ccc(Cl)cc2)cc1 (centres undefined)	1	0%	-2%	-4%	5%	1%	-8%	0%	1%	-23%	0%
O=C(CSc1nnc(-c2ccncc2)n1CC1CCCO1)Nc1cccc(O)c1 (centres undefined)	0	0%	?	10%	13%	-1%	8%	4%	6%	-16%	3%
C/C=C(\C)C(=O)NCCN1C2=NC[C@H](C(C)C)N2C[C@H]1Cc1ccc(O)cc1	3	3%	-23%	0%	9%	-1%	-8%	-4%	0%	-10%	1%
CN1CCN(CC(=O)NN(Cc2ccccc2)c2ccccc2)CC1	-4	-5%	12%	-4%	-15%	2%	12%	-16%	-3%	5%	-2%
CC(C)(CO)Cc1cc(C(C)(C)C)c(O)c(C(C)(C)C)c1	?	-1%	?	13%[46.1 µM]	-14%	-1%	-11%	0%	3%[46.1 µM]	?	8%
O=C(O)CCC(=O)Nc1cccc(-c2csc(-c3ccccc3)n2)c1	1	-2%	-45%	-13%	17%	7.6µM*	-66%	4%	-7%	?	-7%
Cn1c(SCC(=O)Nc2ccc(F)cc2F)nnc1-c1cccnc1	-5	1%	-32%	4%	-2%	0%	-1%	0%	-3%	-6%	2%
Cc1cccc(NC(=O)NC2CCCCCCC2)c1C	3	18%	-6%	19%	?	?	54%	-1%	26%	-8%	1%

Arranged by value in p53 reactivator (largest number first): three of the compounds above
Molecule	TRPV1 agonist	RORgamma inh	NPC1 prom act	BRCA1 expr act	Rab9 promoter act	p53 reactivator
COc1ccc(/C=C/C(=O)CCC(=O)O)cc1	2	-5%	?	?	2.8µM*	11%
O=C(NC1CCCCC1)c1ccc2[nH]c(=O)c(=O)[nH]c2c1	2	2%	-2%	-8%	-1%	7%
CCc1ccc([C@@H]2CC=C(C(=O)O)[C@H](c3ccccc3F)N2S(=O)(=O)c2ccc(C)cc2)cc1	-1	·	-5%	23%	3%	0%

Pulled by structure from above (2):
SMILES	TRPV1 agonist	ELG1 genotoxic	RORgamma inh	NPC1 prom act	ELG1 repair inh	FLuc modulator	BRCA1 expr act	Tb PFK inh	Rab9 promoter act	Gal4-VP16 FLuc	p53 reactivator
Cc1ccc(C2CC(c3cccs3)=NN2C(=O)c2ccc(Br)o2)cc1 (centres undefined)	-5	0%	?	13%	-22%	-12%	-32%	5%	5%	?	1%
C=CCN(c1ccccc1)S(=O)(=O)c1ccc2c(c1)NC(=O)C(C)S2 (centres undefined)	-2	-2%	-7%	-2%	-5%	2%	-2%	-1%	-4%	-5%	11%

Remaining list, next part
SMILES	TRPV1 agonist	ELG1 genotoxic	RORgamma inh	NPC1 prom act	ELG1 repair inh	FLuc modulator	BRCA1 expr act	Tb PFK inh	Rab9 promoter act	Gal4-VP16 FLuc	p53 reactivator
Cc1ccc(S(C)(=O)=O)cc1C(=O)Nc1ccc(S(=O)(=O)Nc2nccs2)cc1	5	0%	·	2%	18%	2%	0%	-1%	3%	·	6%
CC1CCCCN1C(=O)c1cc2c(=O)n3ccccc3nc2s1 (centres undefined)	5	?	38%	?	?	?	21%	-5%	?	3%	?
Cc1ccc(-n2nc3c(N4CCC(C(=O)NCc5ccccc5C)CC4)nnc(C)c3c2C)cc1	?	1%[9.26 µM]	13µM*	-9%	-7%	5%	-56%	1%	-14%	?	-15%
O=C(Nc1nnc(C2CCCC2)s1)C1CCN(S(=O)(=O)c2ccc(Cl)cc2)CC1	-1	6%	39%	-2%	-5%	0%	14%	2%	-3%	17%	3%
Cc1cc[n+](-c2[nH]c(=O)sc2/C=N/N=C(\[O-])c2ccccc2)cc1	·	0%	2%	1%	10%	-2%	8%	?	4%	5%	3%
COc1cccc(-c2ccc(SCc3ccccn3)nn2)c1	14	?	18%	3.5µM*	?	11µM*	5µM*	-12%	2.8µM*	?	2%
COc1ccc(OC)c(-c2csc(NC(=O)COC(=O)C3(C)CC3(Cl)Cl)n2)c1 (centres undefined)	-1	-3%	·	-3%	?	-7%	-25%	-3%	-5%	·	9%
Cc1c(CCC(=O)NC2CC2)c(=O)oc2c(C)c(O)ccc12	-4	-1%	-5%	-7%	-4%	-5%	3%	-5%	-8%	-6%	4%
O=C(O)c1ccc(Br)cn1	-1	-7%	-24%	-4%	-8%	-2%	2%	-5%	-4%	-12%	-4%
COc1cc(/C=C2\SC(c3ccc(C)cc3)=NC2=O)cc(OC)c1O	-2	3%	?	-2%	-4%	6.7µM*	-11%	-10%	-18%	4%[0.365 µM]	-3%
CC(=O)C(Sc1nc(-c2ccc(F)cc2)nc2c1c(=O)n(C)c(=O)n2C)C(C)=O	3	3%	-12%	-2%	6%	-1%	·	-1%	-5%	-13%	-1%
